# EBV gp42 inh – Epstein-Barr virus gp42 inhibitors, primary screen, biochemical, uHTS, fluorescence polarization; Glycoprotein 42 (Epstein-Barr virus (strain AG876)), Q1HVG2; Fluorescence polarization binding assay, mP read-out; inhibition, % (tested at 21.74 µM); hit rate 0.42% among 220,000; AID 1085, 2008; in the data active = inhibition above about 50%
# Runt-SMMHC FRET – inhibitors of RUNX1 Runt–CBFb-SMMHC binding, primary screen, biochemical, FRET, Cerulean-Runt, Venus-CBFb-SMMHC, uHTS | Runt-related transcription factor 1 (Homo sapiens) + Core-binding factor subunit beta … | Cerulean-Runt/Venus-CBFb-SMMHC FRET ratio 530/480, 1 h | inhibition, % at 20 µM | hit rate 0.74% among 220,000;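 active = mean inhibition across duplicate retests at 20 µM reaching about 50%, limit read from the data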;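 note: 0% = DMSO wells and 100% = wells with excess untagged CBFb-SMMHC; inhibitors lower the FRET ratio by blocking Runt binding to CBFb-SMMHC; some results filed as inactive read as strong as hits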
# Tb hexokinase – Trypanosoma brucei hexokinase 1 inhibitors, primary screen, biochemical, G6PDH-coupled NADH absorbance, MLSCN library; hexokinase 1 [Trypanosoma brucei]; recombinant TbHK1, G6PDH-coupled NADH A340; inhibition, % at 10 µM; hit rate 0.11% among 220,000;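 active = inhibition of 50% or more in the single-dose primary screen; inactive = inhibition below 50%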
# NCF1 inh – p47phox/p22phox peptide binding inhibitors, primary screen, biochemical, uHTS, NADPH oxidase regulatory subunit; fluorescence polarization, 2 h; inhibition, % at 24.7 µM; hit rate 0.53% among 220,000; AID 1274, 2008;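 active = inhibition above about 30%, limit read from the data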;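 note: 0% = p47phox with labelled peptide and 100% = labelled peptide alone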
# Calpain2 inh – inhibitors of pig calpain II, primary screen, biochemical, fluorogenic peptide substrate, 1536-well. inhibition, % at 16 µM. hit rate 0.37% among 220,000. purified calpain II, 30 min. AID 1236, 2008;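 active = inhibition above about 50%, limit read from the data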
# Furin inhibitor – human furin inhibitors, primary screen, biochemical, fluorescence intensity. inhibition, % at 30 µM. P09958. hit rate 0.061% among 220,000. purified furin, fluorogenic substrate cleavage; in the data active = inhibition above about 25%; note: inactives centre near -15
# Runt-CBFb FRET – inhibitors of RUNX1 Runt–CBFb binding, primary screen, biochemical, FRET, Cerulean-Runt, Venus-CBFb, uHTS. AID 1496, 2009. hit rate 0.46% among 220,000. inhibition, % at 20 µM. Cerulean-Runt/Venus-CBFb FRET ratio 530/480, 1 h;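 active = inhibition over about 50% at 20 µM in the single-dose screen, limit read from the data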;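 note: 0% = DMSO wells and 100% = excess unlabeled CBFb competitor control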
#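 Reagent – Venus-CBFb binding partner, 100 nM · Assay system – Cerulean-tagged RUNX1 Runt domain (FRET donor) fusion protein · Input – 100 nM per protein · Incubation – two 1 h room-temperature incubations shielded from light · Measured by – FRET fluorescence · Medium – Tris buffer pH 7.5 with salts and BSA · Benchmarks – unlabeled CBFb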
# p97 ATPase inh – inhibitors of human p97 ATPase, primary screen, biochemical; Transitional endoplasmic reticulum ATPase (Homo sapiens), P55072; hit rate 0.42% among 220,000; inhibition, % at 8 µM; recombinant p97 ATPase, Kinase-Glo ATP luminescence, 3 h; in the data active = inhibition above about 15%;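 note: 0% = DMSO vehicle and 100% = wells lacking enzyme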
# Target sequence (P55072 whole entry, looked up): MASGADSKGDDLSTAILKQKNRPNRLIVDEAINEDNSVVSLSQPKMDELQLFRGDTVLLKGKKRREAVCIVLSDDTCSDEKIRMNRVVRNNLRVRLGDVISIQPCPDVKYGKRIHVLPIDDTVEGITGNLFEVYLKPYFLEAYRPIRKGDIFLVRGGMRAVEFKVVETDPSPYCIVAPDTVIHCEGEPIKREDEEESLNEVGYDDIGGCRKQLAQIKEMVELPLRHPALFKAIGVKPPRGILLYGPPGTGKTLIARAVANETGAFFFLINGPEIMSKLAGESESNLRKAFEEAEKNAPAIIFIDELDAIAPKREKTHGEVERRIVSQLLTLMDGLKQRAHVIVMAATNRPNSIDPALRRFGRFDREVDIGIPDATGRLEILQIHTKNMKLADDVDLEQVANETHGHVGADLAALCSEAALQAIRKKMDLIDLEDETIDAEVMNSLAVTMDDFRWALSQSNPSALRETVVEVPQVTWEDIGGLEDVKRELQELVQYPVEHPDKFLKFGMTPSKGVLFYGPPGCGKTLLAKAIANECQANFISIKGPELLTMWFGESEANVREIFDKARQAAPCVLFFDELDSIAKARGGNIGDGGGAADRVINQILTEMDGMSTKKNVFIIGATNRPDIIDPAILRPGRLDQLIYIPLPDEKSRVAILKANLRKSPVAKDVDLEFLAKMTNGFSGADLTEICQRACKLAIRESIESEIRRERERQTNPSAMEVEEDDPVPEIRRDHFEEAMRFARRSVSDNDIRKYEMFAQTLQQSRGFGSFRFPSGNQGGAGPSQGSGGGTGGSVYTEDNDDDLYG
# RBBP9 inhibitor – human RBBP9 inhibitors, primary screen, biochemical, fluorescence polarization, FP-Rh probe, HTS. inhibition, % at 7.94 µM. hit rate 0.2% among 220,000. recombinant RBBP9. Serine hydrolase RBBP9 (Homo sapiens), O75884;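 active = inhibition above the campaign mean of all tested compounds plus 3 SD, cut at about 14% in these data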;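 note: plate controls were DMSO wells with RBBP9 for no effect and wells lacking RBBP9 protein for full effect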
# Target sequence (O75884 whole entry, looked up): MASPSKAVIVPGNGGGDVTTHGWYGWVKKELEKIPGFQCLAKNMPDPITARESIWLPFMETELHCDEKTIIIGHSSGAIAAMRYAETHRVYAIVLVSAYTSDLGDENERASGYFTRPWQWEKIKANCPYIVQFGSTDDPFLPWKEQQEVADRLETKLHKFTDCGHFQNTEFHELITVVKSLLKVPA
#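 Test system – recombinant human RBBP9 · Input – RBBP9 2.5 µM in dispensing solution, pre-mixing · Medium – Tris buffer pH 8.0, NaCl, Pluronic · Schedule – preincubation 30 min plus labeling 45 min at 25 °C · Measured by – fluorescence polarization · Measure – % inhibition · Controls – DMSO and no-protein wells · Replicates – one well per compound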
# An asterisk follows results filed as active; nt = not tested or not shown; [ ] = remark or other dose.
SMILES,EBV gp42 inh,Runt-SMMHC FRET,Tb hexokinase,NCF1 inh,Calpain2 inh,Furin inhibitor,Runt-CBFb FRET,p97 ATPase inh,RBBP9 inhibitor
O=C(O)c1ccc(N=Cc2nc(-c3ccco3)oc2O)cc1,-11,35,-8,-6,-12,-29,11,5,0
CC1=CCC(/C=N\Nc2nnc3c(n2)[nH]c2ccccc23)CC1 (centres undefined),-8,-5,8,10,19,-21,0,6,-8
COCCCNCCCOc1ccc(C(C)(C)c2ccccc2)cc1,-13,5,17,-1,-2,-11,2,2,-3
CCOC(=O)c1c(NC(=O)CSc2nnc(Cc3csc(N)n3)n2C)sc(C)c1C,-2,3,-4,-4,-4,-14[20 µM],8,-2,-7
COc1ccc(F)cc1CN1CCN(C(=O)CCC(=O)Nc2nnc(C(C)C)s2)CC1,6,2,-13,1,21,-28,-5,-4,-1
Cc1ccc(C)c(NC(=O)CSc2ccc(-c3cccs3)nn2)c1,-10,-1,-5,9,2,-22,-1,-1,1
COc1ccc(CC(=O)NC(C)c2nnc(SCC(=O)Nc3nc(C)cs3)n2C)cc1 (centres undefined),-9,1,9,-8,-2,-13[20 µM],1,-2,-7
CCOc1ccc(C(C(=O)NC2CCCC2)N(CCCO)C(=O)c2ccc(-c3ccccc3)[nH]2)cc1 (centres undefined),-7,1,-2,-15,-20,-13,0,6,-5
COc1ccc2nc(NC(=O)C3CCCN3S(=O)(=O)c3ccc(C)cc3)sc2c1 (centres undefined),-2,-4,1,2,22,-16,0,1,-4
CC1(C)CC(=O)C=C(NCc2cccnc2)C1,-24,10,2,4,-8,-26,3,3,-7
Cc1ccc(N=Cc2nc(/C=C/c3cccc([N+](=O)[O-])c3)oc2O)cc1,-32,-33,-13,7,18,1[20 µM],-13,-1,-7
COc1ccc(OC)c2[nH]c(C(=O)O)cc12,-9,-1,-7,-11,-96,5[20 µM],-1,7,4
Cc1ccc(C)c(-n2c(Cc3cccs3)n[nH]c2=S)c1,-8,8,0,-4,30,-16,4,-7,3
CCNC(=S)N1CCN(Cc2ccc3c(c2)OCO3)CC1,-25,3,0,-5,2,-23,0,0,-5
COc1ccc(/C=N/Nc2nc(-c3ccc(C)cc3)c(NC(C)=O)s2)cc1OC,-8,-3,-46,-8,-7,-10,6,8,-1
O=C(Nc1ccn(Cc2c(F)c(F)cc(F)c2F)n1)c1ccc(COc2ccc(Cl)cc2Cl)o1,-18,1,-2,-11,-4,-8[20 µM],1,0,-6
COc1ccccc1Nc1nc(C)c(C(=O)Nc2ccccc2)s1,-12,2,-10,-11,8,-16,0,5,7
CC(=O)c1ccc(NC(=O)Nc2sc(NS(=O)(=O)c3ccccc3)nc2C)cc1,-13,2,2,-16,-1,-18,9,-2,-8
CC1=C(C(=O)N2CCCCCC2)C2(CCC(C)CC2)OC1=O (centres undefined),19,-2,32,-12,14,-17,0,1,1
O=C(O)Cn1cc(C(=S)N2CCOCC2)c2ccccc21,-5,7,-15,-5,14,-23[20 µM],34,0,3
CCOC(=O)/C(C#N)=C\c1ccc(OCC(=O)Nc2ccc(C)cc2C)c(OC)c1,2,-15,-5,4,-216,-9[20 µM],-12,2,-8
CCc1ccccc1NC(=S)N1CCC(C(=O)c2ccc(F)cc2)CC1,1,-3,5,0,19,-16[20 µM],0,-6,-5
O=[N+]([O-])c1ccc(OCc2cn([C@@H](CO)c3ccccc3)nn2)c(Br)c1,0,2,-16,-20,-9,-15,1,nt,nt
CCC1(c2ccc(F)cc2)NC(=O)N(CC(=O)N2CCOCC2)C1=O (centres undefined),nt,1,-2,nt,nt,-10,-1,-10,-7
COC(=O)c1ccccc1NC(=O)CSc1nc2ncccc2[nH]1,3,3,-3,-2,-17,-22,1,2,-4

# Part of the list above, with values under each structure.
# Results follow in this order: EBV gp42 inh, Runt-SMMHC FRET, Tb hexokinase, NCF1 inh, Calpain2 inh, Furin inhibitor, Runt-CBFb FRET, p97 ATPase inh, RBBP9 inhibitor
- CCNC(=S)N1CCN(Cc2ccc3c(c2)OCO3)CC1
  -25, 3, 0, -5, 2, -23, 0, 0, -5
- COc1ccc(/C=N/Nc2nc(-c3ccc(C)cc3)c(NC(C)=O)s2)cc1OC
  -8, -3, -46, -8, -7, -10, 6, 8, -1
- O=C(Nc1ccn(Cc2c(F)c(F)cc(F)c2F)n1)c1ccc(COc2ccc(Cl)cc2Cl)o1
  -18, 1, -2, -11, -4, -8[20 µM], 1, 0, -6

# (list continues)
SMILES,EBV gp42 inh,Runt-SMMHC FRET,Tb hexokinase,NCF1 inh,Calpain2 inh,Furin inhibitor,Runt-CBFb FRET,p97 ATPase inh,RBBP9 inhibitor
CCOC(=O)C1(Cc2cccc(F)c2)CCN(Cc2cn(CC)nc2C)CC1,-14,-2,-8,-5,29,-11,-2,-1,-2
COc1cccc(N/N=C/c2cccc(Br)c2O)c1,-3,1,-13,-7,-31,-17,2,7,-4
CC1(C)C2CCC1(C)C(OC(=O)c1ccccc1C(=O)O)C2 (centres undefined),-9,0,-9,-18,-24,-12,0,1,-7
O=C(Nc1cc(C(=O)N2CCOCC2)ccc1N1CCCC1)c1cccs1,-14,1,-11,-11,-12,-13[20 µM],-1,3,0
CCOC(=O)Cc1csc(NC(=O)COc2ccc(OC)cc2)n1,3,-4,-6,-6,12,-23,0,2,-7
CCN(C(=O)CSc1nnc2nc(C)cc(C)n12)c1ccccc1,-6,-2,-1,-1,-1,-20,2,6,0
C=CCNC(=S)N(C1CCCCC1)C1CCCCC1,-3,4,3,-17,-11,-15,0,0,2
CCCCn1cnc2c(cnn2-c2ccc(F)cc2)c1=O,-13,0,27,5,-15,-10,-1,3,-5
COC(=O)c1cc(=O)n(-c2ccccc2)c(=Nc2ccccc2)s1,-3,0,-14,1,-14,-13,-1,4,-9
CCN(CC)C(=O)c1sc(NC(=O)C(Sc2ccccc2)c2ccccc2)c(C(=O)OC(C)C)c1C (centres undefined),4,-4,-3,-8,5,-5[20 µM],-5,0,-9
COc1cccc(N2C(=O)/C(=C\c3cccs3)NC2=S)c1,-8,21,-1,-14,-17,-15,10,5,-4
Cc1nc(Cl)c(C(=O)Nc2cccc(F)c2)c(C)c1Cl,-7,2,0,7,-25,-15,-2,-2,-3
O=C(COC(=O)c1cc(NS(=O)(=O)c2cccs2)ccc1O)Nc1ccc(F)c(F)c1F,-3,-1,-1,-29,-61,-15,1,3,-1
Cc1ccc(-n2nc3c(c2NC(=O)c2ccc4c(c2)OCO4)CSC3)c(C)c1,-7,-19,3,-6,-13,-13,-1,-1,5
Cc1ccccc1NCCNc1ccccc1C,-5,-4,-1,-5,4,-11[20 µM],5,-7,-5
Cc1onc(-c2ccccc2Cl)c1C(=O)NC(=S)NCC(=O)c1ccccc1,-17,-24,-1,-9,-26,-21,3,4,-6
NC(=O)C1CCCN(CCc2ccccc2)C1 (centres undefined),-17,0,6,-5,14,-15[20 µM],nt,5,-4
CCN(CC)CCn1c2ccccc2c2nc3ccc([N+](=O)[O-])cc3cc21,-22,2,-33,27,-5,-7,-9,6,6
COc1ccc(CN(C2CCCC2)S(=O)(=O)c2ccc(-n3cnnn3)cc2)cc1,7,3,5,-2,-2,-5[20 µM],-2,-2,-2
CCOC(=O)Cc1[nH]nc2c1C(C1C=CCCC1)C(C#N)=C(N)O2 (centres undefined),-10,6,1,-16,-11,0,-1,-5,-5
Cc1ccc(-c2nc3ccccc3s2)cc1NC(=S)NC(=O)c1ccccc1,-39,-1,-9,-5,5,-24,2,-2,5
Cc1cnc(NC(=O)CCNC(=O)c2ccc([N+](=O)[O-])cc2)s1,-12,-2,-3,2,1,-21,-2,4,5
Cc1cc(C(=O)COc2cccnc2[N+](=O)[O-])c(C)n1Cc1ccco1,-6,-14,-8,-2,-47,-19,16,1,1
O=C(Cn1nnc2ccccc2c1=O)NCC1CCC(C(=O)O)CC1 (centres undefined),-11,-33,-5,-13,-8,-13,1,8,-6
CCc1nnc(NC(=O)CSc2nc3ccccc3c(=O)n2CCCOC)s1,-4,10,1,10,-22,-16[20 µM],-4,4,1
Cn1nnnc1Sc1ncnc2scc(-c3ccccc3)c12,-2,-2,-2,-5,-52,-27,2,4,-7
Cn1cnnc1SCC(=O)N1CCc2ccccc21,-2,2,-4,-4,1,-22[20 µM],1,1,-3
Cc1nc(=O)cc(-c2ccccc2)n1-c1ccccc1,-7,5,-1,-8,9,-8[20 µM],0,4,6
O=C(NC1CCN(C(=O)N2c3ccccc3Sc3ccccc32)CC1)c1ccccc1F,-5,-2,-5,-28,-7,-11[20 µM],-2,0,4
COc1cccc2cc(C(=O)N3CCN(C45CC6CC(CC(C6)C4)C5)CC3)c(=O)oc12,10,90,-11,-8,-64,-22[20 µM],60*,-3,1

# Record cards (already shown). Order of values: EBV gp42 inh | Runt-SMMHC FRET | Tb hexokinase | NCF1 inh | Calpain2 inh | Furin inhibitor | Runt-CBFb FRET | p97 ATPase inh | RBBP9 inhibitor
# Cc1ccccc1NCCNc1ccccc1C as listed: -5 | -4 | -1 | -5 | 4 | -11[20 µM] | 5 | -7 | -5
# COC(=O)c1cc(=O)n(-c2ccccc2)c(=Nc2ccccc2)s1 as listed: -3 | 0 | -14 | 1 | -14 | -13 | -1 | 4 | -9

# As a short view, part of the list above.
SMILES,EBV gp42 inh,Runt-SMMHC FRET,Tb hexokinase,NCF1 inh,Calpain2 inh,Furin inhibitor,Runt-CBFb FRET,p97 ATPase inh,RBBP9 inhibitor
O=C(COC(=O)c1cc(NS(=O)(=O)c2cccs2)ccc1O)Nc1ccc(F)c(F)c1F,-3,-1,-1,-29,-61,-15,1,3,-1
Cc1ccc(-n2nc3c(c2NC(=O)c2ccc4c(c2)OCO4)CSC3)c(C)c1,-7,-19,3,-6,-13,-13,-1,-1,5
Cc1ccccc1NCCNc1ccccc1C,-5,-4,-1,-5,4,-11[20 µM],5,-7,-5
Cc1onc(-c2ccccc2Cl)c1C(=O)NC(=S)NCC(=O)c1ccccc1,-17,-24,-1,-9,-26,-21,3,4,-6
NC(=O)C1CCCN(CCc2ccccc2)C1 (centres undefined),-17,0,6,-5,14,-15[20 µM],nt,5,-4
CCN(CC)CCn1c2ccccc2c2nc3ccc([N+](=O)[O-])cc3cc21,-22,2,-33,27,-5,-7,-9,6,6

# Assay outcomes (PubChem BioAssay)
